# NR2E3 ag-1: agonists of human nuclear receptor NR2E3; AID 2300; Q9Y5X4; inhibition of corepressor binding, % at 4.78 µM; 0.12% of 320,000 active; GST-NR2E3/biotin-RetCOR TR-FRET, 1536-well;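 active = percent inhibition above the cutoff of mean plus 3 SD of all tested compounds, set per screening campaign, cut at about 20% in these data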;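 also: 0% = DMSO wells and 100% = biotin wells as full block of FRET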
# Target sequence (Q9Y5X4 whole entry, looked up): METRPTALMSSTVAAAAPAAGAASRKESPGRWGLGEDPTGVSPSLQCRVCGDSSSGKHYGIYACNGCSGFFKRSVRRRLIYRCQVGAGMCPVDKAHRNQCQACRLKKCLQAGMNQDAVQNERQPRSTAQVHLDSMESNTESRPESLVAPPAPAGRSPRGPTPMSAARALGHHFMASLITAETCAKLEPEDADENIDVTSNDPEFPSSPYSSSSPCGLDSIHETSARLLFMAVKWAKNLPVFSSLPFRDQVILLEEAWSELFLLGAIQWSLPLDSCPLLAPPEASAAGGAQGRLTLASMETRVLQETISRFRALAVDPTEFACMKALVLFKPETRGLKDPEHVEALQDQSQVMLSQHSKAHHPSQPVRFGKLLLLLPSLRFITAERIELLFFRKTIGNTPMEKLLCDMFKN
#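 Material: NR2E3–RetCOR corepressor complex / Incubation: Compound–protein incubation for 5 h at 4 °C / Dosing: compound at 4.8 µM, single dose / Detection: time-resolved FRET / Benchmarks: high control biotin, low control 0.6% DMSO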
# Peg3 prom inh: inhibitors of Peg3 promoter. HeLa PEG-Prom luciferase reporter, luminescence, overnight. inhibition, % at 20 µM. 1.7% of 360,000 active;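 active = inhibition of at least 50% at 20 µM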
# hiPSC survival: increases survival of single human iPS cells; 0.044% of 360,000 active; hiPSC single-cell survival, ATPlite luminescence; 100% = ROCK inhibitor wells, 0% = DMSO; survival enhancement, % at 20 µM; in the data active = survival enhancement above about 18%;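 also: cells exposed to compounds for 16 hours before the ATP read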
# m5-HT2A agonist: agonists of mouse serotonin 5-HT2A receptor (HTR2A); activation, % at 7.6 µM; AID 624169; 0.66% of 360,000 active; CHO-K1 mHTR2A beta-arrestin complementation, luminescence; percent of 30 µM serotonin response; P35363;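 active = activation above a run cutoff, the mean activation of all tested compounds plus 3 SD, cut at about 14% in these data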;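 also: 0% = plate median of compound wells and 100% = 30 µM serotonin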
# TRPM1 prom inh: reduces MITF-dependent TRPM1 promoter luciferase signal. SK-MEL-5 TRPM1 promoter luciferase, 24 h. inhibition, % at 12.5 µM. 0.83% of 330,000 active. AID 488899;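 active = mean inhibition across replicates of 60% or more, whatever share of single replicates reaches that level; inconclusive = some that reach 60%, reason not given; inactive = mean inhibition across replicates below 60%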; also: values of inactives mirror those of a sister screen read the other way
# H9c2 protect: myocardial damage modulation in H9c2 cells | H9c2 cardiomyocytes, H2O2 injury protection, ATPLite, 2 h | protection from H2O2 cell death, % at 20 µM | 0.63% of 360,000 active | AID 588492;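 active = compounds giving at least 50% protection of heart cells from peroxide-induced death in the single-dose screen, raw or plate-pattern-corrected value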;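 also: 0% = DMSO wells with peroxide and 100% = DMSO wells without peroxide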
# CaV13 FRET inh: Primary screen for inhibitors of IQ motif and Ca2+-dependent inactivation inhibitor domain binding in CACNA1D, Förster resonance energy transfer in living cells, …; HEK cells, CFP/YFP FRET ICDI-IQ, plate reader, 10 min; percent FRET-ratio fall versus neutral wells; inhibition, % at 12.3 µM; 0.098% of 340,000 active; AID 743397;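 active = mean replicate inhibition of at least 30% and at least 1% of replicates passing that level; inconclusive = only one of the two criteria is met; inactive = neither criterion is met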;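 also: 0% = median of the neutral control wells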
# HIF-2a inh: HIF-2a inhibition; 786-0 RCC cells HIF-2a reporter, luciferase luminescence, overnight; inhibition, % at 18.8 µM; 0.72% of 360,000 active; AID 624352;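 active = inhibition of the luminescence signal of 40% or more relative to plate controls, in a single-dose primary screen at 18.75 µM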
# PDI inh: blocks human protein disulfide isomerase activity; inhibition, % at 10 µM; P07237; 0.052% of 350,000 active; PDI insulin aggregation turbidity, A650, 90 min;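 active = mean inhibition across replicates of 30% or more, whatever share of single replicates reach that level; inconclusive = mean inhibition below 30% while every single replicate reaches 30%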;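 also: absorbance from insulin aggregation driven by PDI reduction with DTT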
# Target sequence (P07237 whole entry, looked up): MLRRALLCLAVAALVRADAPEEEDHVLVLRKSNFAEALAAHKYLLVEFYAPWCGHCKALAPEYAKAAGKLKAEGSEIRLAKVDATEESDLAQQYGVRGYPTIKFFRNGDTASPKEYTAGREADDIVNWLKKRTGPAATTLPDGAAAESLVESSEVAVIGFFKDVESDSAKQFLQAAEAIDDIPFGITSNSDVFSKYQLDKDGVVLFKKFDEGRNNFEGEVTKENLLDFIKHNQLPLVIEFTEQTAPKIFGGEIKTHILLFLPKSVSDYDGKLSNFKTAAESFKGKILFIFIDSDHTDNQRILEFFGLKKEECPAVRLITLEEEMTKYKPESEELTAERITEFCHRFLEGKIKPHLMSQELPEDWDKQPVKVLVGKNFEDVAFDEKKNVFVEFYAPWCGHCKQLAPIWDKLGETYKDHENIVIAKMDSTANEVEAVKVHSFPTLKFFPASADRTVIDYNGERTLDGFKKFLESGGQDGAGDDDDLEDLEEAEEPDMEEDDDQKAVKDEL
# NR2E3 ag-2: agonists of human NR2E3 nuclear receptor | CHO-S Gal4-NCOR/VP16-NR2E3 two-hybrid, luciferase | 0.35% of 360,000 active | inhibition of corepressor binding, % at 3.98 µM | AID 602229 | Q9Y5X4;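 active = inhibition above the mean of all tested compounds plus 3 SD, cut at about 70% in these data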;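 also: 0% = DMSO with NR2E3 transfected cells and 100% = cells lacking NR2E3 construct; higher means lower luciferase signal from less NR2E3 corepressor binding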
# Shn3 3UTR inh: Schnurri-3 reporter inhibition in Clone20 osteoblasts; Clone20 osteoblast Shn3 3'UTR firefly luciferase, 24 h; inhibition, % at 12.5 µM; 0.52% of 360,000 active;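 active = mean inhibition of at least 75% with every replicate also reaching 75%; inconclusive = mean inhibition at least 75% but some replicate below; inactive = mean inhibition below 75%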;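 also: 0% = median of neutral control wells and 100% = pilot-screen positive control compound; some compounds past the cut are filed as inactive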
# * marks the source's active call; other numbers are inactive results; u = inconclusive; x = no result given.
structure	NR2E3 ag-1	Peg3 prom inh	hiPSC survival	m5-HT2A agonist	TRPM1 prom inh	H9c2 protect	CaV13 FRET inh	HIF-2a inh	PDI inh	NR2E3 ag-2	Shn3 3UTR inh
O=C(C1=NN[C@@H]2C(=O)N(c3cccc(F)c3)C(=O)[C@H]12)c1ccc2ccccc2n1	-1	-16	5.8	-4	0	3	-3	-69	7	-22	-16
O=C(CCSc1nc(-c2ccco2)cc(C(F)(F)F)n1)NCCN1CCOCC1	0	1	-0.9	-2	8	-3	5	11	2	-5	9
N#CC1=C(N)NC(SCc2ccccc2)=C(C#N)C12CCCC2	-1	-10	1.9	0	-20	-4	-18	-6	6	10	-2
N#C/C(=C/c1ccc(N2CCCCC2)cc1)c1cccc(F)c1	-1	-335	1.2	-8	-20	-9	-2	-266	0	-88	-17
COc1cccc(N2CCN(C(=O)CCSCc3ccccc3F)CC2)c1	-6	5	-0.1	-8	-2	4	-7	9	-2	-16	-56
CCC(Oc1ccccc1)C(=O)Nc1ccc(S(=O)(=O)Nc2ncccn2)cc1 (stereo not given)	1	4	-0.1	-8	-19	-3	-1	5	-1	14	5
S=c1[nH]nc(COc2ccccc2)n1/N=C/c1ccncc1	3	13	-1.9	7	-2	-3	-14	19	-6	26	4
COc1ccccc1OCCNS(=O)(=O)c1ccc2oc3ccccc3c2c1	0	11	-0.4	2	11	-14	-6	19	10	51	-6
COc1cccc(-c2nc(CS(=O)CC(=O)NCc3ccc4c(c3)OCO4)c(C)o2)c1 (stereo not given)	5	3	-2.8	2	13	-1	-3	4	x	7	6
COc1ccc(C/C(N)=N/OC(=O)COc2ccccc2C)cc1	2	-2	1.5	-1	-4	-2	-3	0	-2	18	-2
COc1ccc(CCNC(=O)CSCC(=O)Nc2cc(S(C)(=O)=O)ccc2Cl)cc1	x	0	-0.4	5	1	0	-3	11	-2	-7	-4
O=C(CN1CCN(c2ccccc2)CC1)NC(=O)NCc1ccccc1	-1	3	-2.4	3	-1	-2	-2	7	4	-12	-2
CCCCCCn1c(=O)n2n(c1=O)C[C@]1(OC(=O)NCc3ccc(OC)c(OC)c3)CN(S(=O)(=O)c3ccc(C)cc3)C[C@]1(O)C2	x	18	-1.1	-1	x	14	-2	9	3	-7	4
CC1(C)NC(=O)N(CC(O)CNC23CC4CC(CC(C4)C2)C3)C1=O (stereo not given)	2	-3	2.1	-4	5	0	-3	5	1	-14	-4
COc1ccc(CCNC(=S)N2CCN(S(=O)(=O)c3ccccc3F)CC2)cc1	-1	23	-0.1	-3	4	-6	-4	8	-2	22	6
CCOc1ccc(NC(=O)c2ccco2)cc1S(=O)(=O)N1CCCC1	-1	3	0.0	-4	5	-4	-3	-3	2	-11	-4
C=CCOc1ccc(/C(O)=C2\C(=O)C(=O)N(CCOC)C2c2cccnc2)cc1 (stereo not given)	21*	5	-2.0	7	7	0	-5	-22	2	22	-3
CCOc1ccc(N(C)S(=O)(=O)c2ccc(C)c(C(=O)N3CCN(Cc4ccc5c(c4)OCO5)CC3)c2)cc1	x	28	0.7	1	2	-1	-6	11	12	9	66
Cc1ccccc1NC(=S)NN1CCN(C)CC1	0	-2	0.8	4	3	0	-5	17	-3	20	-7
CCC1(C)Cc2ccccc2-c2nc(NCCO)n(-c3ccc(C)cc3)c(=O)c21 (stereo not given)	-1	-34	-0.6	1	-4	18	-4	-18	0	-32	9
Cc1ccc(C(=O)NCCCNC(=O)c2ccc(Cl)cc2)cn1	1	-1	-0.6	0	11	-2	-7	4	4	2	2
COc1ccc(N2C(=O)C3C4C=CC(C4)C3C2=O)c([N+](=O)[O-])c1 (stereo not given)	-1	0	4.5	2	6	5	6	10	-9	-12	7
CN(C(=O)CSc1nncc2ccccc12)C1CCCCC1	0	-26	0.8	-7	-5	3	-4	-25	1	-14	-14
COCc1c(C(=O)Nc2nc(C)cs2)oc2ccccc12	3	-78	0.5	-2	7	1	-2	-149	0	-57	-39
CCN(CC)S(=O)(=O)c1csc(C(=O)Nc2ccccn2)c1	3	-70	6.2	2	-13	7	-3	-61	-10	-6	2
O=C(Nc1cccc(Cl)c1Cl)c1ccccc1NC(=O)C1CC=CCC1C(=O)O (stereo not given)	x	-9	0.0	-4	13	-1	-3	-14	19	-18	7
COc1ccc(-n2c(=O)c3c4c(sc3n3c(=S)[nH]nc23)CCCC4)cc1	5	3	4.3	1	3	-4	4	12	12	-6	-28
CC(C(=O)O)N1C(=O)c2ccccc2C1=O (stereo not given)	2	-2	1.2	2	0	1	-5	8	-5	3	-3
COc1ccc(NC(=O)C2CCN(S(C)(=O)=O)CC2)c(OC)c1	4	-2	-0.4	2	0	2	-4	22	5	-10	-12
CN(C(=O)c1ccc(NC(=O)Cc2cccc(NC(=O)C3CCN(C(=O)C4CCCC4)CC3)c2)cc1)C1CCCC1	7	3	0.2	-1	-2	-2	-10	16	-1	-2	20

# Additional entries.
structure	NR2E3 ag-1	Peg3 prom inh	hiPSC survival	m5-HT2A agonist	TRPM1 prom inh	H9c2 protect	CaV13 FRET inh	HIF-2a inh	PDI inh	NR2E3 ag-2	Shn3 3UTR inh
CC1CCC2C(=O)N(c3ccccc3OC(=O)c3ccccc3F)C(=O)C2C1 (stereo not given)	0	6	-0.2	-2	11	-4	-5	-13	-1	2	4
COc1cccc(CNC(=O)COC(=O)CCS(=O)(=O)c2ccc(C)cc2)c1	x	12	0.7	4	2	3	-2	8	-9	-18	-10
CCOC(=O)c1c(/N=C/c2cc(C)ccc2O)sc2c1CCC2	-3	18	-0.6	1	-9	10	-1	17	-5	0	-9
CNC(=S)Nc1ccc(C(N)=O)cc1	-1	-12	-0.3	4	-7	-3	-4	9	-3	12	5
Cc1cc(Nc2cccc(F)c2)n2c(n1)nc1ccccc12	3	25	-2.3	-1	2	-9	-9	-9	5	-20	-1
NNC(=O)c1ccc(CSc2nc3ccccc3[nH]2)cc1	5	-10	-1.6	-2	2	-1	4	10	1	28	-2
C/C(=N\NC(=O)c1c(Br)c(C)nn1C)c1ccc(NC(=O)C(C)Oc2ccc(Cl)cc2C)cc1 (stereo not given)	-4	8	2.2	3	20	-14	x	12	-10	10	7
O=C(COc1ncnc2cc([N+](=O)[O-])ccc12)NC(=O)NC1CCCCC1	3	11	-0.5	1	10	0	-5	25	2	-8	7
Cc1cc(N)n(-c2nc(-c3cccnc3)nc3ccccc23)n1	-2	25	4.2	-2	6	86*	-1	11	-1	2	13
CN(C(=O)CC1C(=O)NCCN1Cc1cccc(F)c1F)C1CCOCC1 (stereo not given)	7	14	0.0	3	-6	4	x	11	11	-13	8
CCCc1nc2ccccc2n1CC(O)COc1ccc(NC(C)=O)cc1 (stereo not given)	1	-4	1.3	1	-1	-1	2	7	16	3	4
NS(=O)(=O)c1ccc(NC(=O)CNC(=O)c2ccc3c(c2)OCO3)cc1	x	7	-0.6	2	7	-6	-10	8	7	-15	-5
O=C(N/N=C/c1cn(-c2cccs2)nc1-c1ccccc1)c1ccc(O)cc1	-2	-126	0.8	-7	-30	9	-6	-65	10	-41	-24
CCCc1cc(=O)[nH]c(SCC(=O)Nc2cc(S(=O)(=O)N3CCCCC3)ccc2C)n1	2	5	-0.4	4	-2	-7	-3	23	4	6	-7
CCCc1ncc(C(O)c2ccccc2OC)n1C (stereo not given)	-1	10	-0.8	-1	7	-3	-2	10	-4	-13	3
COCCCn1c(C23CC4CC(CC(C4)C2)C3)n[nH]c1=S	-5	17	-0.1	0	1	-5	-21	15	2	-8	10
COc1ccc(-c2cc(=O)oc3cc(OCc4nn[nH]n4)ccc23)cc1	0	0	1.9	2	10	31	-6	13	0	3	21
COC(=O)c1ccc(Cn2cnc3c(Cl)ncnc32)cc1	x	-1	-0.5	7	0	24	-9	2	-16	2	36
CCOC(=O)N1CCN(C(=O)c2c[nH]c3ccc(S(=O)(=O)N(C)c4ccccc4C)cc3c2=O)CC1	0	-6	0.2	5	-10	2	-6	4	1	-29	-4
CC(O)c1nc2ccccc2n1CCCc1ccccc1 (stereo not given)	2	6	-0.5	-1	-8	11	-3	16	0	-23	-4
Cc1ccc(NC(=O)CN2C(=O)NC(Cc3ccccc3)C2=O)cc1Cl (stereo not given)	3	-16	0.4	7	-7	-7	-2	-14	-2	30	4
O=C(COc1ccc(Cl)cc1Cl)OCC(=O)N1CCCc2ccccc21	5	2	-2.0	-2	16	8	-4	12	-3	-15	11
Cc1ccc(/C=N/NC(=O)c2ccc3nc[nH]c3c2)s1	0	-49	0.2	-2	-20	7	3	-89	-3	-37	-1
CC(C)c1cc[n+](-c2nc([O-])sc2C=O)cc1	-1	13	-1.1	4	-5	12	-2	9	9	-25	0
CC(O)(c1cccnc1)c1nc(-c2cc(F)cc(F)c2)cs1 (stereo not given)	x	15	1.2	-5	x	-8	-8	-1	u	3	-6
CC(C)NC(=O)C1(C)CCN1C(=O)C1(c2ccccc2)CCCC1 (stereo not given)	x	13	7.7	3	x	2	-3	3	-3	-10	14
O=C(COC(=O)CN1C(=O)C2CCCCC2C1=O)Nc1ccc(F)c(F)c1F (stereo not given)	x	11	-1.3	7	0	2	-3	16	2	-15	12
Cc1nc2c(F)c(F)c(C(F)(F)F)c(F)c2[nH]1	-1	2	-0.9	-3	-4	-3	-4	1	-2	-4	4
CC(=O)N(C)Cc1ccc(C(=O)CCl)cc1	1	24	-0.3	0	-3	-11	-18	-1	7	12	1
CC(C)CC(N)C(=O)OCc1ccc([N+](=O)[O-])cc1 (stereo not given)	0	0	-0.2	9	-1	-5	0	8	2	-24	-16

# Next compounds follow:
structure	NR2E3 ag-1	Peg3 prom inh	hiPSC survival	m5-HT2A agonist	TRPM1 prom inh	H9c2 protect	CaV13 FRET inh	HIF-2a inh	PDI inh	NR2E3 ag-2	Shn3 3UTR inh
O=C1NCC(=O)N2CCC[C@@H]12	-1	1	1.7	-5	-4	2	x	5	x	-23	13
O=C1C=C(c2ccccc2Oc2ccccc2)C[C@@H](c2ccc(F)cc2)C1	x	13	-1.9	-1	x	-18	-5	9	-2	-11	18
O=C(Nc1nc(-c2ccc3c(c2)OCCO3)cs1)c1ccc(S(=O)(=O)N2CCCCC2)cc1	4	8	2.7	-1	6	-2	x	-10	1	-3	43
O=S1(=O)c2c(F)cccc2O[C@@H](COCc2ccccc2)CN1CCc1ccc(F)cc1	x	20	-0.6	-6	-8	-17	-6	2	-13	-12	28
COc1ccc(-c2nnc(SCC(=O)N3CCCC3=O)n2N)cc1OC	x	4	-0.4	-5	0	6	-5	18	1	-19	6
